RGS4 block = RGS4 inhibitors, primary screen, cell-based, HEK293 M3R inducible RGS4, calcium flux | Fluo-4 calcium flux; stronger effect = higher value; triggered by carbachol at its EC20 | Regulator of G-protein signaling 4 (Homo sapiens), P49798 | 0.45% of 310,000 active | B-score at 10 µM | AID 463165, 2010;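 active = B-score, a plate-corrected calcium signal, over three deviations above library mean, with baseline fluorescence within five deviations of library mean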;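 also: RGS4 expression induced by doxycycline in cells with stable M3 receptor; B-score is computed from the integrated fluorescence ratio over baseline after carbachol; higher B-score means a larger calcium signal and so more RGS4 inhibition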
TMEM16A act = TMEM16A chloride channel activators or potentiators, primary screen, cell-based, HTS. Anoctamin-1 (Mus musculus), Q8BHY3. HEK293 TMEM16A/YFP-H148Q/I152L, iodide quench fluorescence; stronger effect = lower value. B-score at 10 µM. 0.3% of 340,000 active. AID 623877, 2012;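 active = fluorescence-ratio B-score plate-corrected deviation score at least 3 library SD below zero, with starting fluorescence score within 5 deviations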;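 also: channel opened by trigger with iodide after compound preincubation; score built on the fluorescence ratio of max minus min over baseline; more negative score means more quench and so TMEM16A activation or potentiation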
KCNK3 block = human KCNK3 channel inhibitors, primary screen, CHO cells, FluxOR thallium flux, B-score. Potassium channel subfamily K member 3 (Homo sapiens), O14649. FluxOR fluorescence; stronger effect = lower value. B-score at 10 µM. 0.84% of 340,000 active. AID 602410, 2012;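 active = B-score under library mean minus 4 SD, starting fluorescence ratio at most library mean plus 5 SD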;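 also: more negative B-score means stronger inhibition of thallium flux through KCNK3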
KCNQ1 block = inhibitors of human KCNQ1 channel, primary screen, cell-based, thallium flux, high-throughput. Potassium voltage-gated channel subfamily KQT member 1 (Homo sapiens), P51787. CHO-K1 KCNQ1, FluxOR thallium flux fluorescence; stronger effect = higher value. B-score at 10 µM. 1.3% of 310,000 active;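 active = compounds whose thallium flux B-score, printed positive for inhibition, exceeds three library SD while starting fluorescence stays within three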;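 also: channel opened by potassium depolarization with thallium stimulus after 20 min compound exposure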
Target sequence (P51787 whole entry, looked up): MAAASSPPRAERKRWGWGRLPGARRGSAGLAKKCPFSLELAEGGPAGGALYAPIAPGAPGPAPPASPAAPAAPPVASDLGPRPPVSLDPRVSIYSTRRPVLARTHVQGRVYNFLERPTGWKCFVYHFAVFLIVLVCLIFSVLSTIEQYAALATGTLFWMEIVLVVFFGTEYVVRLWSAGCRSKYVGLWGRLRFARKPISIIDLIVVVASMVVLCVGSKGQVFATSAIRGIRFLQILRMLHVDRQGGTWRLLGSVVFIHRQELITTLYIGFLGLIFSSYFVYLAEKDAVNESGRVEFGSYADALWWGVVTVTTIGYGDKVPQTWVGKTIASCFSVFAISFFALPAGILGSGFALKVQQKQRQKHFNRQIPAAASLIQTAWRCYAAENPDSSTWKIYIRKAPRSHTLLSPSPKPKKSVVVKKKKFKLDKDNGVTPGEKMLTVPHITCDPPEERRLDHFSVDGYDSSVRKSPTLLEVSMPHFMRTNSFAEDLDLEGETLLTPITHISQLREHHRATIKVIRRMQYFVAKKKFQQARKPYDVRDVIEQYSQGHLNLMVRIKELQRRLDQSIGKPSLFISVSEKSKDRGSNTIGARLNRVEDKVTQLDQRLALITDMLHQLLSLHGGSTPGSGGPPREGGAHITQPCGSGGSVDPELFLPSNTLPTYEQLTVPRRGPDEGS
TMEM16A inh = TMEM16A chloride channel inhibitors, primary screen, cell-based, HTS; normalized B-score (activity score, 25-100; higher = stronger inhibition) at 10 µM; 1.2% of 310,000 active; Anoctamin-1 (Mus musculus), Q8BHY3; HEK293 TMEM16A/YFP iodide influx fluorescence, ionomycin;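 active = ratio plate-corrected score three or more library SD toward inhibition, starting fluorescence score within five deviations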;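 also: score derived from kinetic fluorescence span divided by baseline fluorescence per well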
KCNQ1 act = potentiators or activators of KCNQ1 channel, primary screen, cell-based, thallium flux, high-throughput; Potassium voltage-gated channel subfamily KQT member 1 (Homo sapiens), P51787; CHO-K1 KCNQ1, thallium flux FluxOR fluorescence; stronger effect = higher value; B-score at 10 µM; 0.35% of 310,000 active;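 active = fluorescence ratio B-score, a plate-corrected score, at least three library SD, with initial intensity B-score within 5 SD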
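Doses: Single concentration per compound, DMSO matched to controls | Test system: KCNQ1-transfected CHO-K1 cells | Timing: 90 min dye loading and 20 min compound exposure, both at room temperature | Measured by: Kinetic FluxOR thallium fluorescence, 10-s 1-Hz baseline, 110-s post-stimulus read | Medium: Assay buffer with matched DMSO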
RGS4 act = RGS4 potentiators or activators, primary screen, cell-based, HEK293 M3R inducible RGS4, calcium flux; carbachol calcium flux Fluo4; stronger effect = lower value; B-score at 10 µM; 0.92% of 310,000 active; AID 463111, 2010;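 active = B-score of the integrated calcium signal more than 4 SD below the library mean, with starting fluorescence not abnormally high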;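 also: negative B-score means reduced calcium response which marks RGS4 activation or potentiation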
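test system = HEK293 cells with stable M3R and inducible RGS4 | schedule = recording 10 s baseline at 1 Hz, 100 s post-agonist | technique = Fluo4-AM (2 µM) calcium-flux fluorescence, kinetic read | measure = Agonist-evoked peak-minus-minimum fluorescence over baseline, integrated ratio, B score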
KCNK9 block = KCNK9 potassium channel inhibitors, primary screen, HEK293 cells, thallium flux; Potassium channel subfamily K member 9 (Homo sapiens), Q9NPC2; FluxOR thallium flux fluorescence; stronger effect = lower value; B-score at 10 µM; 1.2% of 310,000 active; AID 488922, 2010;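 active = ratio B-score over 3 SD below the library mean, with starting fluorescence within 5 SD of its mean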;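 also: negative B-score means less thallium flux so channel inhibition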
SKKanGAS inh = S. pyogenes SKKanGAS growth inhibitors in kanamycin, primary screen, streptokinase expression inhibitor project, SKKanGAS strain, BacTiter-Glo luminescence; 6 h; inhibition, % at 7.5 µM; 1.3% of 300,000 active; AID 1662, 2009;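 active = mean replicate score, as percent of positive control median, at least 50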;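 also: strain carries kanamycin resistance gene driven by streptokinase promoter and grows in 40 µg/ml kanamycin; loss of luminescence reflects streptokinase promoter inhibition or plain growth inhibition; 0% = median of DMSO wells and 100% = positive control at its reference dose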
hERG rescue = hERG rescue from dofetilide block, primary screen, cell-based, CHO-hERG, FluxOR thallium flux, dofetilide IC70 | activation (rescue from dofetilide block), less the hit threshold, % at 10 µM | dofetilide IC70 present | AID 1511, 2009 | Voltage-gated inwardly rectifying potassium channel KCNH2 (Homo sapiens), Q12809 | 0.51% of 310,000 active;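 active = activation above the mean of controls blocked by dofetilide plus 5 SD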;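 also: thallium influx through hERG after potassium depolarization seen as dye fluorescence rise; in these data hits start at about 4.7%; inactives centre near -7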
HDAC3 inhib = HDAC3 deacetylase inhibitors, primary screen, biochemical, fluorescence, cell-free homogeneous; Histone deacetylase 3 (Homo sapiens), O15379; recombinant HDAC3, fluorogenic peptide/trypsin coupled; inhibition, % at 8.3 µM; 0.15% of 320,000 active; AID 2718, 2010; in the data active = inhibition above about 26%, passing the limit was not always enough
Target sequence (O15379 whole entry, looked up): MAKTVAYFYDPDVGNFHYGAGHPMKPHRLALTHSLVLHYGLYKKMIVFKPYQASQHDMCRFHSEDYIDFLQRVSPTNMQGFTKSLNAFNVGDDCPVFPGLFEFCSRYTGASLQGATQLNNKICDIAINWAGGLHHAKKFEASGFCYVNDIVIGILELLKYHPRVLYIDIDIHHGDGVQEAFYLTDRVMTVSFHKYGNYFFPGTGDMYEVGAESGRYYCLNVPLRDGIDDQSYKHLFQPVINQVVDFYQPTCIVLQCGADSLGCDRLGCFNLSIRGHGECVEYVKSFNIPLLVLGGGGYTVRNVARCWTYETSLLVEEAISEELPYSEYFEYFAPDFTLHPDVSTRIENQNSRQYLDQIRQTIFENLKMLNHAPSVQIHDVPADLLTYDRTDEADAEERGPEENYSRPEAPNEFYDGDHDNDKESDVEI
An asterisk follows results filed as active.

`COc1ccc(-c2cn[nH]c2-c2ccc(OCc3ccc([N+](=O)[O-])cc3)cc2O)cc1` gave RGS4 block inactive, TMEM16A act inactive, KCNK3 block inactive, KCNQ1 block inactive, TMEM16A inh inactive, KCNQ1 act inactive, RGS4 act inactive, KCNK9 block inactive, SKKanGAS inh 16.0, hERG rescue -6.8 and HDAC3 inhib 1.4.
CCC(=O)Nc1ccccc1C(=O)OCC(=O)c1ccc2ccccc2c1 was read as RGS4 block inactive, TMEM16A act inactive, KCNK3 block inactive, KCNQ1 block inactive, TMEM16A inh inactive, KCNQ1 act inactive, RGS4 act inactive, KCNK9 block inactive, SKKanGAS inh 8.2, hERG rescue -3.9 and HDAC3 inhib -0.2.
Screening O=C(Cn1c2ccc(F)cc2c2nc3n(c(=O)c21)CCS3)Nc1ccccc1C(F)(F)F returned RGS4 block inactive, TMEM16A act inactive, KCNK3 block inactive, KCNQ1 block inactive, TMEM16A inh inactive, KCNQ1 act inactive, RGS4 act inactive, KCNK9 block inactive, SKKanGAS inh 2.6, hERG rescue -16.6 and HDAC3 inhib -2.8.
`CCCc1nnc(NC(=O)c2cc(OC)cc(OC)c2)s1` gave RGS4 block inactive, TMEM16A act inactive, KCNK3 block inactive, KCNQ1 block inactive, TMEM16A inh inactive, KCNQ1 act inactive, RGS4 act inactive, KCNK9 block inactive, SKKanGAS inh -1.0, hERG rescue -7.9 and HDAC3 inhib 4.6.
COc1ccc(C(=O)N2CCN(c3nc4ccccc4o3)CC2)cc1OC was read as RGS4 block inactive, TMEM16A act inactive, KCNK3 block inactive, KCNQ1 block inactive, TMEM16A inh inactive, KCNQ1 act inactive, RGS4 act inactive, KCNK9 block inactive, SKKanGAS inh 0.9, hERG rescue -9.7 and HDAC3 inhib -0.5.
For CCOC(=O)C1=C(C)Nc2ccccc2N=C1NC(=O)c1cccc(S(=O)(=O)NCc2ccccc2)c1 the results were RGS4 block inactive, TMEM16A act inactive, KCNK3 block inactive, KCNQ1 block inactive, TMEM16A inh inactive, KCNQ1 act inactive, RGS4 act inactive, KCNK9 block inactive, SKKanGAS inh -1.8, hERG rescue -6.0 and HDAC3 inhib 2.4.
`CC(C)(C)c1ccc(OCc2ccc(C(=O)N/N=C/c3ccc([N+](=O)[O-])cc3)o2)cc1` gave RGS4 block inactive, TMEM16A act inactive, KCNK3 block inactive, KCNQ1 block 7*, TMEM16A inh inactive, KCNQ1 act inactive, RGS4 act inactive, KCNK9 block inactive, SKKanGAS inh 13.8, hERG rescue -15.1 and HDAC3 inhib 1.8.
`COc1ccc(-n2ncc3c(NCc4ccccn4)ncnc32)cc1` gave RGS4 block inactive, TMEM16A act inactive, KCNK3 block inactive, KCNQ1 block inactive, TMEM16A inh inactive, KCNQ1 act inactive, RGS4 act inactive, KCNK9 block inactive, SKKanGAS inh 8.4, hERG rescue -10.9 and HDAC3 inhib -5.5.
`CCCN1CCN(c2ccc(S(N)(=O)=O)cc2[N+](=O)[O-])CC1` gave RGS4 block inactive, TMEM16A act inactive, KCNK3 block inactive, KCNQ1 block inactive, TMEM16A inh inactive, KCNQ1 act inactive, RGS4 act inactive, KCNK9 block inactive, SKKanGAS inh -3.0, hERG rescue -3.6 and HDAC3 inhib -6.2.
Screening CSCC(=O)N1CCc2ccc(NC(=O)c3ccccc3Cl)cc2C1 returned RGS4 block inactive, TMEM16A act inactive, KCNK3 block inactive, KCNQ1 block inactive, TMEM16A inh inactive, KCNQ1 act inactive, RGS4 act inactive, KCNK9 block inactive, SKKanGAS inh -1.3, hERG rescue -3.8 and HDAC3 inhib -5.2.
Screening O=C(Nc1ccccc1C(=O)NCc1cccnc1)c1ccccc1Cl returned RGS4 block inactive, TMEM16A act inactive, KCNK3 block inactive, KCNQ1 block inactive, TMEM16A inh inactive, KCNQ1 act inactive, RGS4 act inactive, KCNK9 block inactive, SKKanGAS inh -5.3, hERG rescue -14.0 and HDAC3 inhib 2.1.
`Cc1noc(/C=C/N(C)C)c1S(=O)(=O)N(C)CC(=O)N1CCc2ccccc21` gave RGS4 block inactive, KCNQ1 block inactive, TMEM16A inh inactive, KCNQ1 act inactive, RGS4 act inactive, KCNK9 block inactive, SKKanGAS inh 9.4, hERG rescue -9.0 and HDAC3 inhib 5.5.
For COc1ccc(N2CCN(C(=O)c3ccc4c(=O)n(CCc5ccc(OC)c(OC)c5)c(=O)[nH]c4c3)CC2)cc1 the results were RGS4 block inactive, TMEM16A act inactive, KCNK3 block inactive, KCNQ1 block inactive, TMEM16A inh inactive, KCNQ1 act inactive, RGS4 act inactive, KCNK9 block inactive, SKKanGAS inh 17.1, hERG rescue 0.7 and HDAC3 inhib -10.4.
O=C(Cc1n[nH]c(=O)c2ccccc12)OCC(=O)c1ccccc1Cl was read as RGS4 block inactive, TMEM16A act inactive, KCNK3 block inactive, KCNQ1 block inactive, TMEM16A inh inactive, KCNQ1 act inactive, RGS4 act inactive, KCNK9 block inactive, SKKanGAS inh 3.6, hERG rescue -10.1 and HDAC3 inhib -2.3.
`COc1cccc2c(=O)cn[nH]c12` gave RGS4 block inactive, TMEM16A act inactive, KCNK3 block inactive, KCNQ1 block inactive, TMEM16A inh inactive, KCNQ1 act inactive, RGS4 act inactive, KCNK9 block inactive, SKKanGAS inh 4.5, hERG rescue -0.8 and HDAC3 inhib -25.9.
`Cc1cc(C)cc(NC(=O)C(Sc2ncnc3ccccc23)c2ccccc2)c1` (stereo not given) gave RGS4 block inactive, TMEM16A act inactive, KCNK3 block inactive, KCNQ1 block inactive, TMEM16A inh inactive, KCNQ1 act inactive, RGS4 act inactive, KCNK9 block inactive, SKKanGAS inh 10.7, hERG rescue -21.1 and HDAC3 inhib 0.4.
For COc1cc(/C=N/NC2=NCCCCC2)ccc1O the results were RGS4 block inactive, TMEM16A act inactive, KCNK3 block inactive, KCNQ1 block inactive, TMEM16A inh inactive, KCNQ1 act inactive, RGS4 act inactive, KCNK9 block inactive, SKKanGAS inh -0.1, hERG rescue -12.8 and HDAC3 inhib -0.6.
`CCOc1ccccc1NC(=S)NC1CC2CCC1C2` (stereo not given) gave RGS4 block inactive, TMEM16A act inactive, KCNK3 block inactive, KCNQ1 block inactive, TMEM16A inh inactive, KCNQ1 act inactive, RGS4 act inactive, KCNK9 block inactive, SKKanGAS inh -4.5, hERG rescue -3.0 and HDAC3 inhib 2.3.
Nc1nc(Cl)nc2ccc(Br)cc12 was read as RGS4 block inactive, TMEM16A act inactive, KCNK3 block inactive, KCNQ1 block inactive, TMEM16A inh inactive, KCNQ1 act inactive, RGS4 act inactive, KCNK9 block inactive, SKKanGAS inh -4.5, hERG rescue -3.5 and HDAC3 inhib 2.2.
`O=C(Nc1ccc(N2CCOCC2)c(Cl)c1)c1cccnc1Cl` gave RGS4 block inactive, TMEM16A act inactive, KCNK3 block inactive, KCNQ1 block inactive, TMEM16A inh inactive, KCNQ1 act inactive, RGS4 act inactive, KCNK9 block inactive, SKKanGAS inh -3.0, hERG rescue -4.3 and HDAC3 inhib -1.0.
For COCC(=O)Nc1nc2ccc(S(C)(=O)=O)cc2s1 the results were RGS4 block inactive, TMEM16A act inactive, KCNK3 block inactive, KCNQ1 block inactive, TMEM16A inh inactive, KCNQ1 act inactive, RGS4 act inactive, KCNK9 block inactive, SKKanGAS inh -5.8, hERG rescue -5.6 and HDAC3 inhib 13.4.
Screening CCOc1cc(/C=N/NC(=O)Cc2ccc(C(F)(F)F)cc2[N+](=O)[O-])ccc1O returned RGS4 block inactive, TMEM16A act inactive, KCNK3 block inactive, KCNQ1 block inactive, TMEM16A inh inactive, KCNQ1 act inactive, RGS4 act inactive, KCNK9 block inactive, SKKanGAS inh -0.8, hERG rescue -8.0 and HDAC3 inhib -0.5.
For CCc1ccc(NC(=O)[C@H](C)NC(=O)C2CCN(C(=O)[C@@H](N)C(C)C)CC2)cc1 the results were RGS4 block inactive, TMEM16A act inactive, KCNK3 block inactive, KCNQ1 block inactive, TMEM16A inh inactive, KCNQ1 act inactive, RGS4 act inactive, KCNK9 block inactive, SKKanGAS inh 1.6, hERG rescue -6.3 and HDAC3 inhib 3.8.
Screening COc1ccc(CN2CCNC(=O)C2CC(=O)N2CCCCO2)c(OC)c1 (stereo not given) returned RGS4 block inactive, TMEM16A act inactive, KCNK3 block inactive, KCNQ1 block inactive, TMEM16A inh inactive, KCNQ1 act inactive, RGS4 act inactive, KCNK9 block inactive, SKKanGAS inh -3.3, hERG rescue -8.5 and HDAC3 inhib 2.8.
Screening C=C1c2cc3c(cc2NC(=S)N1Cc1ccccc1)OCO3 returned RGS4 block inactive, TMEM16A act inactive, KCNK3 block inactive, KCNQ1 block inactive, TMEM16A inh inactive, KCNQ1 act inactive, RGS4 act inactive, KCNK9 block inactive, SKKanGAS inh 3.2, hERG rescue -8.7 and HDAC3 inhib -0.8.
Screening O=C(c1ccccc1)N1CCN(C(=S)NCc2ccco2)CC1 returned RGS4 block inactive, TMEM16A act inactive, KCNK3 block inactive, KCNQ1 block inactive, TMEM16A inh inactive, KCNQ1 act inactive, RGS4 act inactive, KCNK9 block inactive, SKKanGAS inh -4.2, hERG rescue -15.3 and HDAC3 inhib 4.0.
Screening COc1ccc(S(=O)(=O)NC(C)C(=O)Nc2ccccc2)cc1Cl (stereo not given) returned RGS4 block inactive, TMEM16A act inactive, KCNK3 block inactive, KCNQ1 block inactive, TMEM16A inh inactive, KCNQ1 act inactive, RGS4 act inactive, KCNK9 block inactive, SKKanGAS inh 4.6, hERG rescue -14.8 and HDAC3 inhib 4.3.
`O=C(NCc1ccccc1)C1Cc2ccccc2CN1C(=O)c1ccco1` (stereo not given) gave RGS4 block inactive, TMEM16A act inactive, KCNK3 block inactive, KCNQ1 block inactive, TMEM16A inh inactive, KCNQ1 act inactive, RGS4 act inactive, KCNK9 block inactive, SKKanGAS inh 1.8, hERG rescue -10.1 and HDAC3 inhib -7.7.
